GALK inh = blocks human galactokinase activity; Purified GALK, Kinase-Glo residual ATP luminescence; Potency, µM (doses to about 57.5 µM), for inactives: at the top dose activity change, negative = inhibition, usual class: inhibitors; actives 0.007% (n = 270,000); AID 1868; further: potency means the concentration at half of the fitted maximal effect; on the % scale 0 is the no-effect control and ±100 the full control effect
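5 nM enzyme, 35 uM ATP, 100 uM galactose, 20 mM HEPES pH8.0, 5 mM MgCl2; 1 h RT; residual ATP by Kinase-Glo Plus luminescence, qHTS format.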
Integrin act MD = activates integrin-mediated alleviation for muscular dystrophy; alpha7betagal myoblasts, beta-gal FDG fluorescence, 48 h; Potency, µM (highest dose often 38.3 µM), for the others: top-dose activation, most hits filed as activators; actives 0.064% (n = 350,000); AID 624291;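 further: potency means the concentration at half of the fitted maximal effect; 100% = response of the positive control SU9516; nearly all actives have a fitted effect of over 60% in size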
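Alpha7betagal+/- myoblasts (passage 13) were plated 16-24 hr, then exposed to compounds (1:260 dilution of DMSO stock) for 48 hours at 37C. After MPER lysis, β-galactosidase reporter activity was read as FDG fluorescence (ex 480/em 540) after 30 minutes.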
Coupling enz = coupling enzyme interference in Giardia aldolase counter-screen; AID 2472; actives 0.67% (n = 290,000); activity change, negative = inhibition, % at 58.2 µM, hits read low; coupling enzyme system counterscreen, AmpLite Red fluorescence; in the data active means activity change below about -30%; further: on the % scale 0 is the no-effect control and ±100 the full control effect
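Compounds tested against the coupling enzymes alone at 57.5 uM final; readout was AmpLite Red fluorescence (525/598 nm) after 20 min at RT.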
BCR signal inh = blocks chronic active B-cell receptor signaling; ABC-DLBCL IkBa-CBG/CBR reporter, luminescence ratio, 4 h; Potency, µM (highest dose often 46.1 µM), without a hit: at the top dose ratio change, negative = lower green/red ratio, hits mostly inhibitors; actives 0.05% (n = 340,000); AID 493014; active means well fitted inhibition curve with a large enough effect in the signal ratio, with a control signal flat, not every such curve was filed as active; inconclusive means small, poorly fitted or top-dose-only effect, or effect the other way, or a change in a side signal; the % refers to the signal ratio;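 further: potency means the concentration at half of the fitted maximal effect; plate controls were basal doxycycline-induced cells for no effect and cells given 10 µM MG132 for full effect; MG132 reads +100%, hits lower the ratio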
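Doxycycline induced both beetle luciferases in TMD8 lymphoma cells; IKK-driven degradation limits the IkappaBalpha-fused green signal, while red luminescence normalises for cell number and nonspecific effects. Compounds tested up to 46 uM, 4 hrs.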
B2AR arrestin = agonists driving beta-arrestin recruitment to human beta2-adrenergic receptor; actives 0.02% (n = 330,000); P07550; beta-arrestin recruitment to beta2AR, cell-based reporter; Potency, µM (doses to about 46.1 µM), without a hit: at the top dose activation, hits mostly activators;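 further: potency means the concentration at half of the fitted maximal effect; 0% = DMSO controls and full agonism = EC100 isoproterenol or metaproterenol; nearly all actives have a fitted effect of over 65% in size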
Tb PFK block = T. brucei PFK enzyme inhibition; O15648; Potency, µM (top dose mostly 57.5 µM), for inactives: at the highest dose activity, negative = inhibition, most hits filed as inhibitors; T. brucei PFK, ADP-Glo luminescence; actives 0.17% (n = 330,000);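 further: potency means the concentration at half of the fitted maximal effect; 0% = uninhibited 1x PFK enzyme wells and -100% = no-enzyme wells; nearly all actives have a fitted effect of over 60% in size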
Target sequence (O15648 whole entry, looked up): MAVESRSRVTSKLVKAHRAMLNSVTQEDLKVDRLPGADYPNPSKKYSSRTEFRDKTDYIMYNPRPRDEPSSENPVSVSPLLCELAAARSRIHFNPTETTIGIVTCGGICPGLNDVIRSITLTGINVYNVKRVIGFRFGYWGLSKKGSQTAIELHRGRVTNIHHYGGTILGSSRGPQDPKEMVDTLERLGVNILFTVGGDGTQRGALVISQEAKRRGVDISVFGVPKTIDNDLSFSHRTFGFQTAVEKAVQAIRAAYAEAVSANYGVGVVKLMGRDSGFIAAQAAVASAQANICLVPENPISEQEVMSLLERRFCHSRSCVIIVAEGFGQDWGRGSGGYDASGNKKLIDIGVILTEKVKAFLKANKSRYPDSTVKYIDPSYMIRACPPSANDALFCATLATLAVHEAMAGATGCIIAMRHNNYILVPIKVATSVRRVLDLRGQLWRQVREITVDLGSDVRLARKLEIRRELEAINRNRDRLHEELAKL
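PFK 1.25 nM, F6P 0.5 mM, ATP 0.1 mM, 0.1 M TEA pH 8.0, 5 mM MgCl2, 0.01% Tween20, 0.1% BSA; 45 min RT. ADP-Glo readout. qHTS titration up to 57 uM; curves fitted, compounds curve-classed.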
ASM inhibitor = inhibitors of human secretory acid sphingomyelinase. P17405. actives 0.006% (n = 340,000). Potency, µM (top dose mostly 57.5 µM), without a hit: at the highest dose activity change, negative = inhibition, most hits filed as inhibitors. AID 504937. placental ASM, HMU-PC fluorogenic substrate, 60 min; further: potency means the concentration at half of the fitted maximal effect
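Fluorogenic HMU-PC substrate (9 uM final) is turned over by placental ASM in 60 min at 37 C after a 10 min compound preincubation. Reaction ended by alkaline stop (pH 10), with fluorescence read at 386/447 nm.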
Giardia kill = kills Giardia lamblia. Giardia lamblia trophozoite viability. activity change, % at 7.66 µM, hits read low. actives 0.15% (n = 340,000). AID 540267; in the data active means activity change below about -80%; inconclusive means between about -30% and that limit;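 further: parasites exposed to compound for two days anaerobically before the ATP read; on the % scale 0 is the no-effect control and ±100 the full control effect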
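Giardia lamblia trophozoites (100 cells/well) were incubated with compounds for 48 h at 37 deg C under anaerobic conditions. Viability was read as ATP content by one-step luminescence after 15-30 min at room temperature.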
TSG101-PTAP inh = blocks PTAP/TSG101 interaction to inhibit HIV-1 budding. Q99816. Fluorescence polarization, FITC-PTAP peptide / Tsg101 binding. Potency, µM (top dose mostly 115 µM), inactives show at the top dose activity change, negative = inhibition, usual class: inhibitors. 340,000 tested, under 10 active. AID 493005; active means well fitted inhibition curve with a large enough effect in the main read-out, with a control signal flat, not every such curve was filed as active; inconclusive means small, poorly fitted or top-dose-only effect, or effect the other way, or a change in a side signal; inactive means no such curve, though single readings can be large or run the other way; further: potency means the concentration at half of the fitted maximal effect; % of control where 0% means no effect
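Fluorescence anisotropy tracks displacement of a FITC-tagged PTAP peptide (50 nM) from the Tsg101 binding domain (10 uM), following a 20 min room-temperature incubation at pH 7.5.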
Menin-MLL TR inh = displaces Texas Red mutant MLL peptide from human menin; O00255; Potency, µM (doses to about 61.6 µM), for the others: at the top dose FP activity change, negative = inhibition, usual class: inhibitors; actives 0.23% (n = 270,000); Menin + Texas Red MLL mutant peptide, fluorescence polarization; AID 1768; active means well fitted inhibition curve with a large enough effect in the polarisation, with a control signal flat, not every such curve was filed as active; inconclusive means small, poorly fitted or top-dose-only effect, or effect the other way, or a change in a side signal; inactive means no such curve, though single readings can be large or run the other way; the % refers to the polarisation; further: potency means the concentration at half of the fitted maximal effect; % of control where 0% means no effect; many of its hits are not listed in these tables
PKM2 activator = PKM2 (human) enzyme activation. Potency, µM (top dose mostly 57.5 µM), without a hit: at the highest dose activation, usual class: activators. purified PKM2, Kinase-Glo ATP luminescence, activation; response scale: 0% is enzyme alone, no compound. actives 0.34% (n = 260,000). AID 1631; further: potency means the concentration at half of the fitted maximal effect; on the % scale 0 is the no-effect control and ±100 the full control effect; nearly all actives have a fitted effect of over 55% in size
Target sequence (P14618 whole entry, looked up): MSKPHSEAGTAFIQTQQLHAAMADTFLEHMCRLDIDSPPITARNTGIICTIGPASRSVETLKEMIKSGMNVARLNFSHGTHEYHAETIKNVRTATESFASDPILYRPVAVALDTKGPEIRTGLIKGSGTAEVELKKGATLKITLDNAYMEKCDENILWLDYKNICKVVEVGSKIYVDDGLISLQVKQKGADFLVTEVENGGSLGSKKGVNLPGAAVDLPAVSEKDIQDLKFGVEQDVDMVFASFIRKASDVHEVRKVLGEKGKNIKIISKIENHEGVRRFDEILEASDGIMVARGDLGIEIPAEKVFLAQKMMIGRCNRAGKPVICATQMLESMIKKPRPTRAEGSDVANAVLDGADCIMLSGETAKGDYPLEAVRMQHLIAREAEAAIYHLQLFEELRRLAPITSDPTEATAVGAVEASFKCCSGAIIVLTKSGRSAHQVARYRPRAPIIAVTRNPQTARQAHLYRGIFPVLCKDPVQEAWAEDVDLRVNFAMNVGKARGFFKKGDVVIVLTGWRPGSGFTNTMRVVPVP
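ATP formation by purified human PK-M2, quantified via coupled luciferase luminescence after 1 h at room temperature with 0.1 mM ADP and 0.5 mM PEP final.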
Active calls of the source: *; & = joins results of further samples; [ ] = dose if it differs, or a comment. Unless noted, the call rests on the fitted dose curve; in most records, active means well fitted curve in the direction sought with a large enough effect; inconclusive means small, poorly fitted or top-dose-only effect, or another doubt; inactive means no such curve, though single readings can be large; an effect the other way counts as inactive or inconclusive.

Cc1cccn2c(=O)c3cc(C(=O)NC4CCCC4)sc3nc12 was read as GALK inh 0%, Integrin act MD 13%, BCR signal inh inconclusive, B2AR arrestin 0.4%, Tb PFK block 0%, Giardia kill -1, TSG101-PTAP inh -1% and PKM2 activator -3%.
Screening CCN1CCN(c2ccc(S(=O)(=O)N3CCCCC3)cc2NC(=O)Cc2c(Cl)cccc2Cl)CC1 returned GALK inh -5%, BCR signal inh inconclusive, B2AR arrestin -1.0%, Tb PFK block -2% and PKM2 activator 0%.
`Cn1c(N)c(C(=O)CSc2nn(-c3ccc(F)cc3)c(=S)s2)c(=O)n(C)c1=O` gave Integrin act MD -6%, BCR signal inh 5%, B2AR arrestin 0.1%, Tb PFK block -1%, ASM inhibitor 9%, Giardia kill -24 and TSG101-PTAP inh 1%.
For CCSc1nc2ccccc2n1C(=O)/C=C/c1ccc(OC)c(OC)c1 the results were Integrin act MD -49%[inhibitor], Coupling enz 3, BCR signal inh -28%, B2AR arrestin inconclusive, Tb PFK block inconclusive, ASM inhibitor -16%, Giardia kill 20, TSG101-PTAP inh 0%, Menin-MLL TR inh 4% and PKM2 activator 1%.
Screening O=C(O)c1cc(O)c2c(c1)C(=O)c1cccc(O)c1C2=O returned Coupling enz -8&-18, BCR signal inh inconclusive, B2AR arrestin -0.2%, Tb PFK block -11%, ASM inhibitor 7%, Giardia kill 5, TSG101-PTAP inh inconclusive, Menin-MLL TR inh inconclusive and PKM2 activator -21%.
For O=C(CC(=O)NCc1ccc(Cl)cc1)NCc1ccccc1 the results were GALK inh 1%, Integrin act MD -3%, Coupling enz 8, BCR signal inh 0%, B2AR arrestin -0.2%, Tb PFK block 1%, ASM inhibitor 5%, Giardia kill 13, TSG101-PTAP inh -5% and Menin-MLL TR inh 4%.
COc1ccc(NC2(c3ccccc3)OC(=O)c3ccccc32)cc1 (stereo unspecified) was read as GALK inh -1%, Integrin act MD 18%, Coupling enz 2, BCR signal inh 11%, B2AR arrestin -2.0%, Tb PFK block -6%, ASM inhibitor -3%, Giardia kill -4, TSG101-PTAP inh -1%, Menin-MLL TR inh -16% and PKM2 activator -15%.
For Cc1ccc(CNC(=O)CN2C(=O)COc3ccc(S(=O)(=O)N4CCC(C)CC4)cc32)o1 the results were GALK inh -3%, Integrin act MD -14%, Coupling enz -3, BCR signal inh 3%, B2AR arrestin 0.3%, Tb PFK block 3%, ASM inhibitor 0%, Giardia kill 5, TSG101-PTAP inh 1% and Menin-MLL TR inh inconclusive.
`Cc1nc(CNC(=O)c2ccccc2OC2CCN(S(C)(=O)=O)CC2)cs1` gave GALK inh 5%, Integrin act MD inconclusive, Coupling enz 4, BCR signal inh 12%, B2AR arrestin -0.4%, Tb PFK block -6%, ASM inhibitor 1%, Giardia kill 8, TSG101-PTAP inh -3%, Menin-MLL TR inh -7% and PKM2 activator -1%.
O=C(CSc1nnc(CNC(=O)c2c(F)cccc2F)o1)NCc1ccccc1Cl was read as GALK inh 5%, Integrin act MD 0%, Coupling enz 0, BCR signal inh inconclusive, B2AR arrestin -0.9%, Tb PFK block -21%, ASM inhibitor 2%, Giardia kill 5, TSG101-PTAP inh -2%, Menin-MLL TR inh 11% and PKM2 activator 6%.
`COc1ccc(CNC(=O)C(c2cccs2)N(Cc2ccco2)C(=O)Cc2cccs2)cc1` (stereo unspecified) gave GALK inh -1%, Integrin act MD -12%, Coupling enz -1, BCR signal inh -15%, B2AR arrestin -1.1%, Tb PFK block 1%, ASM inhibitor -3%, Giardia kill -5, TSG101-PTAP inh -1%, Menin-MLL TR inh -9% and PKM2 activator 8%.
For O=C(O)C1Cc2ccccc2CN1S(=O)(=O)c1ccc(Cl)cc1 (stereo unspecified) the results were GALK inh 1%, Integrin act MD 17%, Coupling enz 4, BCR signal inh 4%, B2AR arrestin -0.8%, Tb PFK block -1%, ASM inhibitor 4%, Giardia kill 20, TSG101-PTAP inh -2%, Menin-MLL TR inh 4% and PKM2 activator -48%.
Screening CC1CCN(S(=O)(=O)c2nnc(NC(=O)c3cccc(Cl)c3)s2)CC1 returned Integrin act MD -27%, Coupling enz -12, BCR signal inh 29%, B2AR arrestin -0.2%, Tb PFK block -4%, ASM inhibitor -2%, Giardia kill -23, TSG101-PTAP inh 2%, Menin-MLL TR inh inconclusive and PKM2 activator 1%.
`Cc1cccc(C)c1NC(=O)C1CCN(C(=O)c2cccs2)CC1` gave GALK inh -1%, Integrin act MD inconclusive, Coupling enz 2, BCR signal inh -5%, B2AR arrestin -0.9%, Tb PFK block 0%, ASM inhibitor 0%, Giardia kill -10, TSG101-PTAP inh 0%, Menin-MLL TR inh 2% and PKM2 activator 3%.
Screening COC(=O)CC1COc2ccccc2N1C(=O)c1ccc(C(C)(C)C)cc1 (stereo unspecified) returned GALK inh -1%, Integrin act MD 0%, Coupling enz 1, BCR signal inh -2%, B2AR arrestin -0.3%, Tb PFK block 0%, ASM inhibitor -4%, Giardia kill 14, TSG101-PTAP inh -12%, Menin-MLL TR inh -9% and PKM2 activator 1%.
For Cc1ccc(C)c(OCC(=O)NCC2COc3ccccc3O2)c1 (stereo unspecified) the results were Integrin act MD 32%, BCR signal inh -1%, B2AR arrestin -0.1%, Tb PFK block 3%, ASM inhibitor 4%, Giardia kill 3 and TSG101-PTAP inh -3%.
For Cc1cc(C)cc(NC(=O)Cn2cc3c(n2)CCCCC3)c1 the results were GALK inh 4%, Coupling enz 1, BCR signal inh inconclusive, B2AR arrestin 0.2%, Tb PFK block 4%, Menin-MLL TR inh 3% and PKM2 activator -7%.
`O=C(O)CCCN1C(=O)C2C3CC(C2C1=O)C1C(c2ccccc2)c2sc(=O)[nH]c2SC31` (stereo unspecified) gave GALK inh 0%, Integrin act MD 4%, Coupling enz 2, BCR signal inh 2%, B2AR arrestin 0.1%, Tb PFK block -4%, ASM inhibitor 5%, Giardia kill -4, TSG101-PTAP inh -3%, Menin-MLL TR inh 6% and PKM2 activator 0%.
For Cc1nc(C)n(CC(=O)N2CCCC(C(=O)c3ccc(C(F)(F)F)cc3)C2)n1 (stereo unspecified) the results were GALK inh -2%, Integrin act MD -4%, Coupling enz 0, BCR signal inh 7%, B2AR arrestin -0.7%, Tb PFK block 1%, ASM inhibitor -1%, Giardia kill 11, TSG101-PTAP inh -1%, Menin-MLL TR inh -2% and PKM2 activator -22%.
Cc1ccnc2nc(C(=O)NCc3cccs3)nn12 was read as GALK inh 3%, Integrin act MD -5%, Coupling enz 2, ASM inhibitor 0%, Giardia kill 3, TSG101-PTAP inh -4%, Menin-MLL TR inh 27% and PKM2 activator 20%.
Screening CSc1nsc(SCC(=O)Nc2ccc3c(c2)OCCO3)n1 returned GALK inh -3%, Integrin act MD 0%, Coupling enz -2, BCR signal inh -2%, B2AR arrestin 0.3%, Tb PFK block 0%, ASM inhibitor -1%, Giardia kill -3, TSG101-PTAP inh 1%, Menin-MLL TR inh 20% and PKM2 activator 1%.
`C=CCNc1nc(NCCO)nc(N2CCCC2)n1` gave GALK inh -2%, Integrin act MD -10%, Coupling enz 0, BCR signal inh inconclusive, B2AR arrestin -0.4%, Tb PFK block 0%, ASM inhibitor 2%, Giardia kill -10, TSG101-PTAP inh -8%, Menin-MLL TR inh 7% and PKM2 activator -16%.
Screening CCOC(=O)N1CCC(NC(=O)CS(=O)(=O)Cc2nc(-c3ccc(C)cc3)oc2C)CC1 returned GALK inh 2%, Integrin act MD 9%, Coupling enz 1, BCR signal inh -1%, B2AR arrestin 0.5%, Tb PFK block 0%, ASM inhibitor 2%, Giardia kill -5, TSG101-PTAP inh 2%, Menin-MLL TR inh -1% and PKM2 activator 13%.
`COc1cccc(C2/C(=C(\O)c3ccc(OC)c(OC)c3)C(=O)C(=O)N2c2cc(C)on2)c1` (stereo unspecified) gave GALK inh 3%, Integrin act MD -24%, Coupling enz 7, BCR signal inh 7%, B2AR arrestin -0.1%, Tb PFK block -2%, ASM inhibitor -4%, Giardia kill -5, TSG101-PTAP inh -10%, Menin-MLL TR inh 4% and PKM2 activator -3%.
COc1ccc(Cl)cc1N(CC(=O)NCC(C)C)S(=O)(=O)c1ccc(C)c([N+](=O)[O-])c1 was read as GALK inh 1%, Integrin act MD 4%, Coupling enz 7, BCR signal inh 0%, B2AR arrestin -0.3%, Tb PFK block 2%, ASM inhibitor -3%, Giardia kill 11, TSG101-PTAP inh -6%, Menin-MLL TR inh 16% and PKM2 activator -3%.

From PubChem BioAssay

The list is partial; rates above refer to the full screens.
